# GalR3 antagonist: antagonists of human GalR3 | O60755 | HEK293 GalR3-CNG cAMP membrane potential fluorescence; galR3 body fused to GalR1 C-terminus | inhibition, % at 3 µM | 360,000 tested, 0.44% active | AID 651719;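 active = inhibition above the screen-wide average plus 3 SD, cut at about 13% in these data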;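 note: forskolin and galanin both at EC90 stimulate the cells; cAMP rise reported by CNG channel membrane potential dye signal; 0% = forskolin plus galanin with DMSO and 100% = forskolin alone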
# Target sequence (O60755 1-299 limits assumed): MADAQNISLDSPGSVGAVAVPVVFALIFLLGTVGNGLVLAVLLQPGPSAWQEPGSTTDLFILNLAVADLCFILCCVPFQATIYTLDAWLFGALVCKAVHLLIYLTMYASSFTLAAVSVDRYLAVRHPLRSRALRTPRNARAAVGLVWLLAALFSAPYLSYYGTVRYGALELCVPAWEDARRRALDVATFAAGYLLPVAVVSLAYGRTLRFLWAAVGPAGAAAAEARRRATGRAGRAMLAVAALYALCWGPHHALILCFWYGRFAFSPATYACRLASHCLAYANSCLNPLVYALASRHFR
# NALP1 yeast inh: blocks the NALP1 inflammasome reconstituted in yeast; S. cerevisiae NALP1/ASC/caspase-1 growth, X-gal OD620, 72 h; inhibition, % at 10 µM; 280,000 tested, 0.61% active; in the data active = inhibition mostly above about 24%, no sharp cut-off; inactive = mostly below about 32%; note: some compounds called inactive have numbers as strong as hits
# MEKK2 mut-MEK5: signal of MEK5 binding to mutant human MEKK2 PB1 domain; percent response, % at 10 µM; AID 1530; 290,000 tested, 0.35% active; bead flow cytometry, Alexa488-MEK5 binding to MEKK2 mutant; in the data active = percent response above about 24%, passing the limit was not always enough; note: inactives centre near 1; some results filed as inactive read as strong as hits
# MEKK2wt PB1 HTS: raises or lowers MEK5 binding to wildtype human MEKK2 PB1 domain | Q9Y2U5 | bead flow cytometry, Alexa488-MEK5 binding to MEKK2 WT; actives lie on both sides | binding response (% of control), % at 10 µM | 290,000 tested, 1.1% active; in the data active = binding response below about 67% or above about 130%
# GPR7 antag: blocks human GPR7 receptor signaling; AID 1861; GPR7-expressing cells, fluorescence antagonist assay; inhibition, % at 4.4 µM; 290,000 tested, 1.1% active; in the data active = inhibition above about 16%, passing the limit was not always enough;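 note: cells stimulated with the agonist NPW; 0% = agonist with vehicle and 100% = vehicle without agonist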
# Target sequence (P48145 whole entry, looked up): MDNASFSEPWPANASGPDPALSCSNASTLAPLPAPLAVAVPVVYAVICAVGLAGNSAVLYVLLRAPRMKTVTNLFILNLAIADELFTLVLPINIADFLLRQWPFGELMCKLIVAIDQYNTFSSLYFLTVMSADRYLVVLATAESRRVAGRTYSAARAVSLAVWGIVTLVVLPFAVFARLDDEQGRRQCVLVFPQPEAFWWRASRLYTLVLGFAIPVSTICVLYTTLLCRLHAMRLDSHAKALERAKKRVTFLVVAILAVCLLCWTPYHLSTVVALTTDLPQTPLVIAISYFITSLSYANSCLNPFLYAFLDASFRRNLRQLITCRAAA
# OXTR ag: agonists of human oxytocin receptor | CHO-OTR cells, Fluo-8 calcium fluorescence; normalized: DMSO 0%, oxytocin 100% | activation, % at 3 µM | AID 2435 | 320,000 tested, 0.32% active | P30559;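 active = activation above the mean of all tested compounds plus 3 SD, cutoff set per screening run, cut at about 20% in these data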;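 note: peak over basal fluorescence ratio from a 100 s FLIPR kinetic read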
# M18AAP inhibitor: PfM18AAP enzyme inhibition; recombinant PfM18AAP, H-Glu-NHMec fluorogenic cleavage; inhibition, % at 7.35 µM; 290,000 tested, 1.2% active; AID 1822;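 active = inhibition above the campaign mean inhibition over all tested compounds plus 3 SD, cut at about 28% in these data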;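 note: 0% = plate median of test compound wells and 100% = 2 mM ZnCl2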
# OXTR potentiate: human OXTR potentiation; 320,000 tested, 0.061% active; P30559; CHO-OTR cells, Fluo-8 calcium fluorescence, potentiator mode; 0% = oxytocin EC15, 100% = EC100; activation, % at 3 µM;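 active = activation above that plate's cutoff, the mean activation of tested compounds plus 3 SD, cut at about 6.6% in these data, passing the limit was not always enough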;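 note: 100% uses oxytocin at 75 nM as the full agonist control; some results filed as inactive read as strong as hits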
#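 Material: human OTR in CHO cells. Compound: 3.0 µM, one dose. Timing: compound 6 min at room temperature before oxytocin, 100 s read. Evaluation: % activation of max/min ratio relative to oxytocin controls. Replication: single well per compound, singlicate. Signal: Fluo-8 calcium dye fluorescence.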
# V1aR counter: V1a receptor agonism, counter-screen for OXTR agonists. CHO-V1R cells, Fluo-8 calcium fluorescence, agonist mode; 0% DMSO, 100% 3 nM vasopressin. activation, % at 3 µM. P37288. 320,000 tested, 0.25% active;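 active = activation above the mean activation of all tested compounds plus 3 SD, per screening run, cut at about 20% in these data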;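 note: signal is peak over basal fluorescence ratio across a 100 second FLIPR read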
# Target sequence (P37288 whole entry, looked up): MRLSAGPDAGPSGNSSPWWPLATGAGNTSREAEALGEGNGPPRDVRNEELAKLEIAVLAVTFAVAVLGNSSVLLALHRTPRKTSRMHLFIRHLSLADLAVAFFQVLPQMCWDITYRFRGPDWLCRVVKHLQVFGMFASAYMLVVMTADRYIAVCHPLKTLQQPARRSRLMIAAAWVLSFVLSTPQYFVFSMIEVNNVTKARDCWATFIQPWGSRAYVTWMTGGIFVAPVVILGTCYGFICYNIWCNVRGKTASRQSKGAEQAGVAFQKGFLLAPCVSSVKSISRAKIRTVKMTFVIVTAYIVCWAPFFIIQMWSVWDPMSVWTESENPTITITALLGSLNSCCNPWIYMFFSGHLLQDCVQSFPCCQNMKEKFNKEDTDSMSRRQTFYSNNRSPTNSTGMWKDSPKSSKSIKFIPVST
# Active calls of the source: *; nt = not tested or not shown.
SMILES,GalR3 antagonist,NALP1 yeast inh,MEKK2 mut-MEK5,MEKK2wt PB1 HTS,GPR7 antag,OXTR ag,M18AAP inhibitor,OXTR potentiate,V1aR counter
O=C(CN1CCN(Cc2ccc(Cl)cc2)C1=O)N1CCC2(CC1)OCCO2,0,4,19,114,1,-0.9,3,-11,-0.3
O=[N+]([O-])c1ccc(-c2ccccc2)c([As](=O)(O)O)c1,-5,6,12,94,-8,-0.1,8,-11,-0.1
O=[N+]([O-])c1ccccc1-c1cc(-c2ccccc2)cc(-c2ccccc2)[n+]1Cc1ccccc1Cl,-12,nt,nt,nt,nt,-0.6,nt,-4,-1.1
O=C(c1ccc(Cl)cc1)N1CCC2(CC1)OCCO2,-2,-28,1,104,10,0.0,4,-11,-0.4
CCCCn1c(O)c(C(CC)=NCCN2CCOCC2)c(=O)[nH]c1=O,-6,44*,5,102,-7,-0.9,-15,-9,-0.5
CN1CCCN(c2ccc([N+](=O)[O-])nc2)CC1,-9,18,3,108,-18,0.8,6,3,0.1
CC1CN=C(NCCc2ccccc2)S1 (stereo not given),-2,21,3,102,-14,0.2,-6,-2,1.1
O=C1/C(=C\c2cc3c(cc2Br)OCO3)N2CCC1CC2,nt,36,-2,95,3,-1.7,37*,-2,0.6
Cc1ccc(O)c(C(=O)c2cc(C(=O)NCc3ccccc3)c(=O)n(Cc3ccccc3)c2)c1,-3,18,-2,103,7,-2.0,-3,-10,-0.8
CC(C)c1c(CN(C)C(C)Cc2ccccc2)n(C)n(-c2ccccc2)c1=O (stereo not given),0,nt,nt,nt,nt,-0.9,nt,3,0.4
Cc1cccc(CNCCc2ccccc2)n1,1,19,-2,100,-4,1.0,2,5,0.6
FC(F)(F)/C(=N\P(=S)(N1CCOCC1)N1CCOCC1)N1CCOCC1,nt,4,3,99,-11,0.7,7,0,-0.1
COc1ccc2c(c1)NP(=S)(Oc1ccccc1)N2 (stereo not given),-8,3,3,94,-8,-1.2,-32,-11,-0.9
CN1C(=O)/C(=C\c2ccc(N3CCCCC3)o2)C(=O)NC1=S,-1,nt,-1,98,-1,5.0,2,-14,6.1
CCOC(=O)C1(CCOc2ccccc2)CCN(Cc2cccc(O)c2)CC1,-12,9,11,118,3,2.6,4,-5,4.2
CCn1c(O)c(C=NCCN2CCOCC2)c(=O)n(CC)c1=S,-3,nt,0,97,-3,2.0,2,-12,1.1
CCOc1ccc(N=C2SCCCN2C)cc1,-4,1,-4,93,2,0.6,-7,-12,0.3
COc1ccc2c3c1OC1C(O)C=CC4[C@@H](C2)N(C)CC[C@]314 (stereo not given in full),-1,nt,nt,nt,nt,0.2,nt,-4,0.8
COc1ccccc1OCC(=O)N1CCCC(N2CCN(c3ccc(F)cc3)CC2)C1 (stereo not given),2,5,5,107,-6,nt,-2,nt,nt
CC(C)N1CCC2(CC1)NC(CO)(CO)CO2,-5,1,0,103,-10,0.8,4,-12,1.2
COc1cccc(-n2c(C)nc3ccccc3c2=O)c1,-6,17,15,111,-9,-0.3,-2,1,-0.6
N/C(=N\[N+](=O)[O-])N/N=C/c1ccc(O)cc1,-3,2,5,109,-12,0.7,-1,4,0.5
COC(=O)C1=C(c2cc3ccccc3s2)C[C@@H]2CC[C@H]1N2C(=O)N1CCC(C)CC1,-8,nt,1,104,nt,-2.1,nt,-10,-0.1
CCOc1ccc(NC2=NCCCS2)cc1,-4,-9,7,98,-7,0.6,2,-1,0.2
CCOC(=O)C1(CCc2ccccc2)CCN(C(C)CSC)CC1 (stereo not given),-4,nt,4,109,2,0.1,-8,-5,-0.3
CCOc1ccc(Cl)cc1CNCCc1ccc(F)cc1,-9,14,3,107,33*,1.4,0,-9,1.5
Cc1nn(C)c(C)c1/C=C1/CC2C3CC=C4CC(O)CCC4(C)C3CCC2(C)C1=O (stereo not given),14*,1,2,103,-2,0.1,0,-15,0.4
Cn1c(O)c(C=Nc2ccccc2-c2ccccc2)c(=O)n(C)c1=O,-4,nt,-14,97,-16,-0.6,-9,-13,-0.8
O=C(Cc1ccccc1)OCn1nnc2ccccc2c1=O,-10,7,6,90,0,-0.3,1,-12,1.5
CN1CCN(c2cc(N3CCNCC3)ccc2[N+](=O)[O-])CC1,2,22,0,101,-12,0.1,-1,5,1.0
CCCc1nnc(NC(=O)CCC(=O)N2CCN(CCOC(c3ccccc3)c3ccccc3)CC2)s1,-4,19,0,101,-10,-1.0,-7,4,-1.1
COc1ccc(N2C(=O)NC(=O)/C(=C/c3cccc(OC(=O)c4cccs4)c3)C2=O)cc1Cl,-3,30,-1,93,1,-1.0,4,-2,0.1
CN1CCN(/N=C/c2c(O)n(Cc3ccc(F)cc3)c(=O)[nH]c2=O)CC1,-3,20,18,106,-7,1.0,0,-1,0.7
OCCN1C2CCC1CC(O)(c1ccc(F)cc1)C2 (stereo not given),-1,7,1,101,-11,-0.3,-12,-5,0.4
O=c1[nH]c2ccccc2o1,-2,24,1,93,8,2.2,5,-3,1.1
COc1cc(OC)c(OC)cc1CNCCc1ccc(F)cc1,-4,13,0,102,13,nt,9,nt,nt
O=C(O)CCn1cc(C=C2C(=O)NC(=O)NC2=O)c(-c2cc3ccccc3oc2=O)n1,-8,-8,-6,99,-3,0.2,8,-7,0.0
Cc1cc(N=Nc2ccccc2C)ccc1N,-4,nt,nt,nt,nt,-0.4,nt,-3,-0.9
CCCNC(=O)c1c(N)n(Cc2ccc3c(c2)OCO3)c2nc3ccccc3nc12,nt,3,-5,82,-9,1.8,6,0,0.4
NC(=O)c1ccc(C(=O)Nc2ccc([As](=O)(O)O)cc2)cc1,-8,16,2,102,-7,-0.2,-4,0,-0.5
C=CCN1C(=O)NC(=O)/C(=C/c2ccc(OC)c(COc3ccc(NC(C)=O)cc3)c2)C1=O,-2,20,-4,92,10,0.2,2,-9,5.3
CCCC/C(=N\O)c1c[nH]c2ccccc12,-8,7,-10,86,7,1.3,-7,-6,0.1
O=C(CCNC(=O)N1C[C@H]2C[C@@H](C1)c1cccc(=O)n1C2)Nc1cccc(Cl)c1,-6,11,0,98,-3,1.1,1,6,0.2
CCc1ccc(OCC(=O)N2CCN(Cc3ccc4c(c3)OCO4)CC2)cc1,6,6,-3,95,8,2.4,-4,2,0.8
CCOc1ccccc1-n1c(O)c(C=NCCCn2ccnc2)c(=O)[nH]c1=O,-2,nt,-3,94,-17,0.2,2,-5,-0.8
COc1ccccc1-n1c(Cc2ccccc2)nc2ccccc2c1=O,-5,-8,-8,84,-5,-2.5,6,-4,1.4
Cn1c(O)c(C=NCc2ccco2)c(=O)n(C)c1=O,-7,4,6,109,-11,0.5,-1,1,-0.3
CC(NCc1ccc(Cl)cc1Cl)C(O)c1ccccc1 (stereo not given),-5,22,-1,101,-5,-0.3,2,-2,0.2
O=c1[nH]c(=O)n(-c2cccc(Cl)c2)c(O)c1/C=N/c1ccccn1,3,1,7,108,-6,-0.1,-7,-16,1.1
O=C1C2CCN(CC2)C1Cc1ccccc1O (stereo not given),-6,-1,5,97,-9,0.4,-2,-25,0.1
# Next part.
SMILES,GalR3 antagonist,NALP1 yeast inh,MEKK2 mut-MEK5,MEKK2wt PB1 HTS,GPR7 antag,OXTR ag,M18AAP inhibitor,OXTR potentiate,V1aR counter
Cc1cc(N2CCN(C)CC2)nc2ccccc12,-13,8,6,109,-11,0.5,-3,0,1.3
COc1ccc2c(c1OC)C(=O)OC2C1c2cc3c(cc2CCN1C)OCO3 (stereo not given),-3,11,6,110,-1,-0.1,4,-2,0.4
COC(=O)C1=C(c2ccc(C(C)=O)cc2)C[C@@H]2CC[C@H]1N2C(=O)N1CCOCC1,0,nt,nt,nt,nt,2.6,nt,-1,0.8
Cc1cccc(-n2c(C)nc3ccccc3c2=O)c1C,-4,-4,-9,89,-4,-0.5,-3,-5,-0.2
Cc1csc(NC(=O)C(Cl)c2ccccc2)n1 (stereo not given) (tested in a mixture with another compound),3,nt,nt,nt,nt,-0.5,nt,-8,-1.1
CCOC(=O)c1c(NC(NC(=O)CF)C(Cl)(Cl)Cl)sc2c1CCCC2 (stereo not given),-12,23,21,98,-17,-3.3,6,-12,-1.7
CCOC(=O)C1=C(C)OC(N)=C(C(=O)OCC)C12C(=O)Nc1ccc(Br)cc12 (stereo not given),-3,2,-11,83,6,3.7,-5,-16,1.6
O=P(OCC(F)(F)C(F)F)(N1CCOCC1)N1CCOCC1,3,11,0,97,-7,-0.1,-1,-6,-0.1
CC(C)N1CCN(Cc2cccc3c2OCO3)CC1CCO (stereo not given),-6,3,9,107,-13,0.8,4,9,0.4
COc1ccc(-n2c(/C=C3\C(=O)Nc4ccccc43)nc3ccccc3c2=O)cc1,-5,-32,-1,94,-13,1.2,3,6,0.2

# By substructure: those above containing an NH in an aromatic ring
SMILES,GalR3 antagonist,NALP1 yeast inh,MEKK2 mut-MEK5,MEKK2wt PB1 HTS,GPR7 antag,OXTR ag,M18AAP inhibitor,OXTR potentiate,V1aR counter
CCCCn1c(O)c(C(CC)=NCCN2CCOCC2)c(=O)[nH]c1=O,-6,44*,5,102,-7,-0.9,-15,-9,-0.5
CN1CCN(/N=C/c2c(O)n(Cc3ccc(F)cc3)c(=O)[nH]c2=O)CC1,-3,20,18,106,-7,1.0,0,-1,0.7
O=c1[nH]c2ccccc2o1,-2,24,1,93,8,2.2,5,-3,1.1
CCCC/C(=N\O)c1c[nH]c2ccccc12,-8,7,-10,86,7,1.3,-7,-6,0.1
CCOc1ccccc1-n1c(O)c(C=NCCCn2ccnc2)c(=O)[nH]c1=O,-2,nt,-3,94,-17,0.2,2,-5,-0.8
O=c1[nH]c(=O)n(-c2cccc(Cl)c2)c(O)c1/C=N/c1ccccn1,3,1,7,108,-6,-0.1,-7,-16,1.1

# Later entries
SMILES,GalR3 antagonist,NALP1 yeast inh,MEKK2 mut-MEK5,MEKK2wt PB1 HTS,GPR7 antag,OXTR ag,M18AAP inhibitor,OXTR potentiate,V1aR counter
Cc1cc(OCC(=O)OC(C)C)c2c3c(c(=O)oc2c1)CCCC3,3,12,0,101,-7,-2.0,0,-12,-1.0
Cc1cccc([N+](=O)[O-])c1,2,nt,nt,nt,nt,1.9,nt,2,0.5
O=P(Oc1ccccc1)(Oc1ccccc1)C(O)c1ccccc1 (stereo not given),0,nt,nt,nt,nt,0.0,nt,-2,-0.2
CCOc1cc2c(cc1OCC)-n1cccc1C(c1ccc(C(C)C)cc1)NC2 (stereo not given),-12,17,20,141*,36*,7.3,5,-7,5.0
CCCOC(=O)C1C2c3ccccc3C(c3ccccc32)C1C(=O)O (stereo not given),-8,14,2,102,-12,0.9,-3,-12,0.6
O=[N+]([O-])c1ccc(Nc2ccccc2)cc1,-6,27,-2,100,-8,-2.0,1,-4,-0.1
Cn1ccnc1P(=S)(c1nccn1C)c1nccn1C,-4,-15,1,103,0,0.8,-8,-3,0.6
Cc1ccccc1-c1nc2ccccc2c(=O)n1C,-9,18,3,105,6,-0.4,3,-8,0.4
COc1ccc(-n2c(O)c(/C(C)=N/Nc3ccccc3)c(=O)[nH]c2=O)cc1,-2,3,0,99,-7,0.0,11,-8,1.3
COc1ccccc1-n1c(CNCC2CCCO2)nc2ccccc2c1=O (stereo not given),7,17,1,102,-8,-0.4,3,1,0.6
Cc1ccsc1C(=O)C1CCCN(CCO)C1 (stereo not given),-6,20,8,107,-8,0.7,-5,0,0.4
O=C(CN1CCN(C(=O)COc2cccc(F)c2)CC1)Nc1ccc(Cl)c(C(F)(F)F)c1,-5,nt,nt,nt,nt,13,nt,-13,13

# Screening results deposited in PubChem BioAssay by several laboratories.

# An excerpt; rates above refer to the full screens.
